KCNK9 block – KCNK9 potassium channel inhibitors, primary screen, HEK293 cells, thallium flux; actives 1.2% (n = 310,000); FluxOR thallium flux fluorescence; hits give low values; B-score at 10 µM;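 active means ratio B-score over 3 SD below the library mean, with starting fluorescence within 5 SD of its mean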;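 further: negative B-score means less thallium flux so channel inhibition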
KCNQ1 act – potentiators or activators of KCNQ1 channel, primary screen, cell-based, thallium flux, high-throughput. CHO-K1 KCNQ1, thallium flux FluxOR fluorescence; hits give high values. actives 0.35% (n = 310,000). B-score at 10 µM;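 active means fluorescence ratio B-score, a plate-corrected score, at least three library SD, with initial intensity B-score within 5 SD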
Target sequence (P51787 whole entry, looked up): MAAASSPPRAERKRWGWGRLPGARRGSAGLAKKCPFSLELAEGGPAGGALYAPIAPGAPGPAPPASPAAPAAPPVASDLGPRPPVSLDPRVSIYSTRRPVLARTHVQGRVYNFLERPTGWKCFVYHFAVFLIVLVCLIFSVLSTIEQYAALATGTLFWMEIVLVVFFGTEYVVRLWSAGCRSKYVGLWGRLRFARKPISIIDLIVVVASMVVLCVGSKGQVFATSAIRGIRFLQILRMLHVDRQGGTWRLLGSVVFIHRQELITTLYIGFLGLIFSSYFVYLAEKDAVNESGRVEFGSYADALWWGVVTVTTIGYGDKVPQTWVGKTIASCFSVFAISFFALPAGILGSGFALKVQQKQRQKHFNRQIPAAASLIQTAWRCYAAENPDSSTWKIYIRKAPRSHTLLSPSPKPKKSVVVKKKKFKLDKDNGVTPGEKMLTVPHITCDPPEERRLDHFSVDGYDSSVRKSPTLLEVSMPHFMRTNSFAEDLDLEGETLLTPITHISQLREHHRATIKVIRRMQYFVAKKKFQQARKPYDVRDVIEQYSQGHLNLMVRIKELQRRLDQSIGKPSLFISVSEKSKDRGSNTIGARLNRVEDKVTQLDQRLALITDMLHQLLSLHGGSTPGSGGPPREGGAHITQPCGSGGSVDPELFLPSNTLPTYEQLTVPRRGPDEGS
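Doses: Single concentration per compound, DMSO matched to controls | Test system: KCNQ1-transfected CHO-K1 cells | Timing: 90 min dye loading and 20 min compound exposure, both at room temperature | Measured by: Kinetic FluxOR thallium fluorescence, 10-s 1-Hz baseline, 110-s post-stimulus read | Medium: Assay buffer with matched DMSO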
RGS4 block – RGS4 inhibitors, primary screen, cell-based, HEK293 M3R inducible RGS4, calcium flux; Regulator of G-protein signaling 4 (Homo sapiens), P49798; Fluo-4 calcium flux; hits give high values; triggered by carbachol at its EC20; B-score at 10 µM; actives 0.45% (n = 310,000);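 active means B-score, a plate-corrected calcium signal, over three deviations above library mean, with baseline fluorescence within five deviations of library mean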;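 further: RGS4 expression induced by doxycycline in cells with stable M3 receptor; B-score is computed from the integrated fluorescence ratio over baseline after carbachol; higher B-score means a larger calcium signal and so more RGS4 inhibition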
Target sequence (P49798 whole entry, looked up): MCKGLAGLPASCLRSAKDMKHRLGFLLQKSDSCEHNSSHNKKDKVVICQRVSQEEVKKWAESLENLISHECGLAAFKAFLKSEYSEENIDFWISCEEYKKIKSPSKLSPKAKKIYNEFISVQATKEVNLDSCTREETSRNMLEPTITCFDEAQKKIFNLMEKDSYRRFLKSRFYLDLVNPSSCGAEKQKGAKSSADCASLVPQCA
SKKanGAS inh – S. pyogenes SKKanGAS growth inhibitors in kanamycin, primary screen, streptokinase expression inhibitor project, SKKanGAS strain, BacTiter-Glo luminescence | actives 1.3% (n = 300,000) | AID 1662, 2009 | inhibition, % at 7.5 µM | 6 h;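 active means mean replicate score, as percent of positive control median, at least 50; inconclusive means mean below 50 but one replicate at or above 50; inactive means mean and every replicate below 50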;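 further: strain carries kanamycin resistance gene driven by streptokinase promoter and grows in 40 µg/ml kanamycin; loss of luminescence reflects streptokinase promoter inhibition or plain growth inhibition; 0% = median of DMSO wells and 100% = positive control at its reference dose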
HDAC3 inh – HDAC3 deacetylase inhibitors, primary screen, biochemical, fluorescence, cell-free homogeneous. recombinant HDAC3, fluorogenic peptide/trypsin coupled. inhibition, % at 8.3 µM. actives 0.15% (n = 320,000); in the data active means inhibition above about 26%, passing the limit was not always enough; inconclusive means no clear call, values can overlap the other calls
hERG rescue – hERG rescue from dofetilide block, primary screen, cell-based, CHO-hERG, FluxOR thallium flux, dofetilide IC70. Voltage-gated inwardly rectifying potassium channel KCNH2 (Homo sapiens), Q12809. dofetilide IC70 present. activation (rescue from dofetilide block), less the hit threshold, % at 10 µM. actives 0.51% (n = 310,000);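 active means activation above the mean of controls blocked by dofetilide plus 5 SD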;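 further: thallium influx through hERG after potassium depolarization seen as dye fluorescence rise; in these data hits start at about 4.7%; inactives centre near -7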
RGS4 act – RGS4 potentiators or activators, primary screen, cell-based, HEK293 M3R inducible RGS4, calcium flux | carbachol calcium flux Fluo4; hits give low values | B-score at 10 µM | actives 0.92% (n = 310,000) | AID 463111, 2010;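 active means B-score of the integrated calcium signal more than 4 SD below the library mean, with starting fluorescence not abnormally high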;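 further: negative B-score means reduced calcium response which marks RGS4 activation or potentiation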
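System: HEK293 FlpIn-TREx cells, stable M3R, doxycycline-inducible RGS4. Timing: overnight RGS4 induction, 30 min dye load 37 °C, 20 min compound RT. Also added: carbachol, ECmax concentration. Measured by: Fluo4 fluorescence kinetic imaging of calcium. Evaluation: integrated calcium ratio converted to B score.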
KCNK3 inh – human KCNK3 channel inhibitors, primary screen, CHO cells, FluxOR thallium flux, B-score; Potassium channel subfamily K member 3 (Homo sapiens), O14649; FluxOR fluorescence; hits give low values; B-score at 10 µM; actives 0.84% (n = 340,000); AID 602410, 2012;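 active means B-score under library mean minus 4 SD, starting fluorescence ratio at most library mean plus 5 SD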;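 further: more negative B-score means stronger inhibition of thallium flux through KCNK3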
KCNQ1 block – inhibitors of human KCNQ1 channel, primary screen, cell-based, thallium flux, high-throughput; AID 2642, 2010; Potassium voltage-gated channel subfamily KQT member 1 (Homo sapiens), P51787; actives 1.3% (n = 310,000); B-score at 10 µM; CHO-K1 KCNQ1, FluxOR thallium flux fluorescence; hits give high values;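 active means compounds whose thallium flux B-score, printed positive for inhibition, exceeds three library SD while starting fluorescence stays within three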;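 further: channel opened by potassium depolarization with thallium stimulus after 20 min compound exposure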
ANO1 block – TMEM16A chloride channel inhibitors, primary screen, cell-based, HTS. Anoctamin-1 (Mus musculus), Q8BHY3. HEK293 TMEM16A/YFP iodide influx fluorescence, ionomycin. normalized B-score (activity score, 25-100; higher = stronger inhibition) at 10 µM. actives 1.2% (n = 310,000). AID 588511, 2011;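 active means ratio plate-corrected score three or more library SD toward inhibition, starting fluorescence score within five deviations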;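 further: score derived from kinetic fluorescence span divided by baseline fluorescence per well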
ANO1 activ – TMEM16A chloride channel activators or potentiators, primary screen, cell-based, HTS; Anoctamin-1 (Mus musculus), Q8BHY3; HEK293 TMEM16A/YFP-H148Q/I152L, iodide quench fluorescence; hits give low values; B-score at 10 µM; actives 0.3% (n = 340,000); AID 623877, 2012;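 active means fluorescence-ratio B-score plate-corrected deviation score at least 3 library SD below zero, with starting fluorescence score within 5 deviations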;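 further: channel opened by trigger with iodide after compound preincubation; score built on the fluorescence ratio of max minus min over baseline; more negative score means more quench and so TMEM16A activation or potentiation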
* marks the source's active call; other numbers are inactive results; i = inactive; ? = inconclusive; / = not tested or not shown. Outcome played no part in choosing rows; overall some 6.3% were active at least once.

SMILES	KCNK9 block	KCNQ1 act	RGS4 block	SKKanGAS inh	HDAC3 inh	hERG rescue	RGS4 act	KCNK3 inh	KCNQ1 block	ANO1 block	ANO1 activ
Cc1occc1-c1nnc(SCC(=O)N2CCOCC2)n1CC(C)C	i	i	i	1	3	-3	i	i	i	i	i
CC(=O)COC(=O)C1CC(=O)N(c2ccc(C)c(C)c2)C1 (stereo not given)	i	i	i	-11	1	-10	i	i	i	i	i
O=C(COc1ccccc1Cl)N1CCN(c2ccc(F)cc2)CC1	i	i	i	4	3	-10	i	i	i	i	i
O=C(O)c1ccc(Cl)c(S(=O)(=O)Nc2ccc(S(=O)(=O)Nc3cccc(Cl)c3)cc2)c1	i	i	i	19	-2	-4	i	i	i	i	i
CCC(C)NC(=O)c1ccccc1NC(=O)CN1C(=O)c2ccccc2S1(=O)=O (stereo not given)	i	i	i	5	-3	-3	i	i	i	i	i
Cn1c(=O)[nH]c(=O)c2[nH]c(CN3CCN(Cc4ccccc4)CC3)nc21	i	i	i	0	?	-4	i	i	i	i	i
CC1(c2cccc(Br)c2)NC(=O)N(CC(=O)Nc2ccc(S(N)(=O)=O)cc2)C1=O (stereo not given)	i	i	i	2	-5	-10	i	i	i	i	i
CC(=O)NC(=S)Nc1ccccc1C(=O)Nc1ccccc1	i	i	i	1	3	-8	i	i	i	i	i
CCCCCCCCCCOC(=O)Cn1c(COc2ccccc2OC)[n+](C)c2ccccc21	-15*	i	i	75*	12	-6	-8.4*	i	i	100*	-5.8*
CSCCC(NC(N)=O)C(=O)Nc1cccc(S(=O)(=O)N2CCOCC2)c1 (stereo not given)	i	i	i	2	-4	-13	i	i	i	i	i
COc1ccc(-c2nnc(NC(=O)c3ccc4c(c3)OCCO4)o2)cc1	i	i	i	-2	-2	-3	i	i	i	i	i
CCCCn1c(N)c(N(CCOC)C(=O)c2ccc(C)c(S(=O)(=O)N3CCOCC3)c2)c(=O)[nH]c1=O	i	i	i	2	9	-3	i	i	i	i	i
CCOc1cccc(OCCOCCn2cnc3ccccc3c2=O)c1	i	i	i	-7	3	-13	i	i	i	i	i
CC(C)(Oc1ccc(Cl)cc1)C(=O)Nc1c2c(nn1C(C)(C)C)CS(=O)(=O)C2	i	i	i	-12	0	-14	i	i	i	i	i
COc1ccc(C(=O)Nc2ccc3oc(-c4cccnc4)nc3c2)cc1OC	i	i	i	3	-2	-6	i	i	i	i	i
O=C(CSc1nnc(-c2ccccc2)o1)N1CCCC1	i	i	i	0	0	-6	i	i	i	i	i
CCOc1ccc(/C=C2\SC(=S)N(NC(=O)c3ccncc3)C2=O)cc1OC	i	i	i	0	/	-3	i	i	i	i	i
O=C(OCC(=O)N1CCCC1)c1cncc(Br)c1	i	i	i	5	-12	-2	i	i	i	i	i
Cc1cc(C)c(C#N)c(SCS(=O)Cc2ccc(Cl)cc2)n1 (stereo not given)	i	i	i	-5	5	-9	i	i	i	i	i
COc1ccccc1CNC(=O)COC(=O)c1nccnc1N	i	i	i	-14	-4	-1	i	i	i	i	i
CCOc1ccc(CCNC(=O)c2ccc(Cl)c(S(=O)(=O)N3CCOCC3)c2)cc1OCC	i	i	i	-6	-1	-20	i	i	i	i	i
COc1cccc(OC)c1C(=O)Nc1cccc(C(=O)Nc2cccc(C(=O)O)c2)c1	i	i	i	0	-3	-9	i	i	i	i	i
S=c1[nH]nc(COc2ccccc2)n1/N=C/c1cccc(Br)c1	i	i	i	7	0	-6	i	i	i	i	i
Cc1ccccc1N1CCN(C(=O)c2ccccc2NC(=O)c2ccccc2C(=O)O)CC1	i	i	i	6	3	-5	i	i	i	i	i
CCC(C(=O)NCC1CCCO1)N(Cc1ccc(F)cc1)C(=O)CNS(=O)(=O)c1ccccc1 (stereo not given)	i	i	i	-6	-3	-11	i	i	i	i	i
O=S(=O)(CCOc1ccccc1)N1CCOCC1	i	i	i	-2	6	-7	i	i	i	i	i
O=C(NC(=S)Nc1ccc(NC(=O)c2cccs2)cc1)c1cc2ccccc2o1	i	i	i	-7	3	-11	i	i	i	i	i
COc1ccc(OC)c(/C=C2\SC(=S)N(NS(=O)(=O)c3ccccc3)C2=O)c1	i	i	i	13	11	-7	i	i	i	i	i
CC(NC(=S)Nc1cccc(C(F)(F)F)c1)C(C)(C)C (stereo not given)	i	i	i	10	4	-5	i	i	i	i	i
CN(c1ccc(C(=O)Nc2ccc(Cl)cn2)cc1)S(=O)(=O)c1ccccc1	i	i	i	-7	6	-29	i	i	i	i	i
COc1ccc(S(=O)(=O)N2CCN(c3ccc4nnc(-c5ccccc5)n4n3)CC2)cc1	i	i	i	15	-2	-15	i	i	i	i	i
CC(NC(=O)c1ccco1)C(=O)N1CCc2ccccc2C1 (stereo not given)	i	i	i	-4	-2	-5	i	i	i	i	i
O=C(/C=C/c1cccc([N+](=O)[O-])c1)NCc1ccc2c(c1)OCO2	i	i	i	4	0	-12	i	i	i	i	i
NC(=S)Nc1cc(Cl)ccc1Cl	i	i	i	5	5	-8	i	i	i	i	i
COc1ccc(S(=O)(=O)N2CCCCCC2)cc1C(=O)N(C)Cc1ccc(F)cc1	i	i	i	-12	-8	-4	i	i	i	i	i
CC(C)Cn1c(O)c2ccc(C(=O)N=NC(=O)c3cccnc3)cc2c1O	i	i	i	-6	-5	-6	i	i	i	i	i
O=C(C1CC1)N1N=C(c2cccc(Br)c2)CC1(O)C(F)(F)F (stereo not given)	i	i	i	3	1	-21	i	i	i	i	i
O=C(CSc1ccc2c(c1)OCCO2)NC(=O)NC1CCCC1	i	i	i	-4	-2	-8	i	i	i	i	i
O=C(NC1CCCCC1)C(c1ccco1)N(C(=O)c1csnn1)c1ccc(Cl)cc1 (stereo not given)	i	i	i	-4	-1	-5	i	i	i	i	i
Cc1cc(C)n2nc(SCC(=O)N(C(C)C)C(C)C)nc2n1	i	i	i	-5	-8	-8	i	i	i	i	i
COC(=O)C1=C(C(=O)OC)[C@@H]2N(C)c3ccc(OC)cc3[C@@]23C[C@@H](C(=O)OC)N(C(=O)NCCBr)C3=N1	i	i	i	-2	-19	-2	i	/	i	i	/
CCOc1ccc(-n2c(-c3ccccc3)c[n+]3c2CCCCC3)cc1	i	i	i	5	1	-17	i	i	8*	i	i
CC(C)(C)C1CCC(C(=O)NCCc2ccc(S(N)(=O)=O)cc2)CC1 (stereo not given)	i	i	i	0	-4	-4	i	i	i	i	i
COc1cccc(Nc2nc(C)cc(C)c2C(N)=O)c1	i	i	i	4	2	3	i	i	i	i	i
CC(C)c1ccc(Nc2ncccc2C(=O)O)cc1	i	i	i	-4	3	-7	i	i	i	i	i
CC(C)[C@@H](CO)NC(=O)c1ccc2c3n(nc2c1)-c1ccc(Cl)cc1CO3	i	i	i	-9	-4	-13	i	i	i	i	i
CCCn1c(=O)c(C(=O)N/N=C/c2ccc(F)cc2)c(O)c2ccccc21	i	i	i	103*	2	-1	i	i	i	i	i
CC1CCN(CCCn2c(SCC(=O)NC3CCCC3)nc3ccccc3c2=O)CC1	i	i	i	3	-6	-5	i	i	i	i	i
CN(CC(=O)Nc1cccc(F)c1)C(=O)c1cccc(-n2cccc2)c1	i	i	i	-3	5	-12	i	i	i	i	i
O=C(NCc1n[nH]c(=S)n1Cc1ccccc1)c1ccccc1	i	i	i	8	5	-2	i	i	i	i	i
CCOC(=O)c1c(C)c(C(=O)Nc2ccc3c(c2)OCCO3)c(C)n1CC	i	i	i	8	3	-3	i	i	i	i	i
O=C(NCCc1ccccc1)c1c(O)c2ccccc2[nH]c1=O	i	i	i	1	3	1	i	i	i	i	i
CCCc1[nH]nc2c1C(c1ccccc1OCC)C(C#N)=C(N)O2 (stereo not given)	i	i	i	-2	12	-5	i	i	i	i	/
Cc1cc(C)nc(NS(=O)(=O)c2ccc(N/C=C3\CCCC3=O)cc2)n1	i	i	i	-2	12	-6	i	i	i	i	i
CCOC(=O)c1nn(-c2ccc(Cl)cc2)c2nc(CC)c(C#N)c(=O)n12	i	i	i	-6	-9	-8	i	i	i	i	i
CC(C)(C)c1nc(C(C)(C)C)c(Br)c(=O)[nH]1	i	i	i	1	2	-7	i	i	i	i	i
CCc1nc(SCC(=O)Nc2ccnc3ccccc23)n[nH]1	i	i	i	-3	-5	-14	i	i	i	i	i
Cc1ccccc1NC(=S)NCC(c1cccnc1)N(C)C (stereo not given)	i	i	i	-1	2	-12	i	i	i	i	i
CCN1C(=O)c2ccccc2Sc2ccc(C(=O)O)cc21	i	i	i	-3	-6	-3	i	i	i	i	i
O=C(COc1ccc2ccccc2c1Br)Nc1cccnc1	i	i	i	-10	/	23*	i	i	i	i	i
Further structures
SMILES	KCNK9 block	KCNQ1 act	RGS4 block	SKKanGAS inh	HDAC3 inh	hERG rescue	RGS4 act	KCNK3 inh	KCNQ1 block	ANO1 block	ANO1 activ
COc1cc(C=O)ccc1OCC(=O)NC(C)(C)C	i	i	i	-14	-2	-4	i	i	i	i	i
COc1ccc(-c2nnc(SCC(=O)N3CCCCC3)o2)cc1	i	i	i	-9	-3	-8	i	i	i	i	i
CC1CCN(C(=O)CSc2nc(N)c3c4c(sc3n2)CN(C)CC4)CC1	i	i	i	-1	/	0	i	i	i	/	i
CCN(CC)C(=S)SCC(=O)NC12CC3CC(CC(C3)C1)C2	i	i	i	-5	-2	-6	i	i	i	i	i
Cc1cc(=O)[nH]c(SCC(=O)Nc2ccc(F)cc2)c1C#N	i	i	i	23	11	-7	i	i	i	i	i

Screening data as filed in PubChem.
